N370S GC mod: inhibitors or activators of N370S glucocerebrosidase for Gaucher disease; P04062; N370S GC spleen homogenate, 4MU-glucoside fluorescence; Potency, µM (highest dose often 59.4 µM), inactives show at the top dose activity change, negative = inhibition, hits mostly inhibitors; 330,000 compounds, 0.092% hits; AID 2101;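 further: 0% = full enzyme activity and -100% = no enzyme basal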
TDP1 inh: blocks human tyrosyl-DNA phosphodiesterase 1. Q9NUW8. recombinant TDP1, AlphaScreen DNA substrate cleavage. Potency, µM (top dose mostly 130 µM), without a hit: at the highest dose activity change, negative = inhibition, most hits filed as inhibitors. 350,000 compounds, 0.28% hits; further: nearly all actives have a fitted effect of over 40% in size
Target sequence (Q9NUW8 whole entry, looked up): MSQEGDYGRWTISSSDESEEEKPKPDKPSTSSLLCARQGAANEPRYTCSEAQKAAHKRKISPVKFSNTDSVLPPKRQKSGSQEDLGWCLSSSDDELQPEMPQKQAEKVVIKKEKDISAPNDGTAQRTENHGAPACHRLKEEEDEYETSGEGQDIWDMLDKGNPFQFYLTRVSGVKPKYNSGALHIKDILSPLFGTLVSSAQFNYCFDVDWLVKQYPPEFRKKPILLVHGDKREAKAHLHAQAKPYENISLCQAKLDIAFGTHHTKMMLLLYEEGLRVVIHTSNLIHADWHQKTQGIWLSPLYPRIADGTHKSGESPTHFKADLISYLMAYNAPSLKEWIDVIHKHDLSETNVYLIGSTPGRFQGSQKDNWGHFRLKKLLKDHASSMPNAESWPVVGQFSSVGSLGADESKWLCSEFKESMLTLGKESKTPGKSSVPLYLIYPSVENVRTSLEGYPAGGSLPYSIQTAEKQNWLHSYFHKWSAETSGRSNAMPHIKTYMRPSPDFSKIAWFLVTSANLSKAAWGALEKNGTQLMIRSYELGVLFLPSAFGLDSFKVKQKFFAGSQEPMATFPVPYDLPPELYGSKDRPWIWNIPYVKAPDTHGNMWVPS
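Tdp1 1 nM final; 15 min RT w/ cpd; substrate 15 nM, 5 min; beads 10 ug/ml, 10 min; AlphaScreen read. Neg ctrl: no enzyme.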
TDP1 cell noCPT: qHTS for Inhibitors of human tyrosyl-DNA phosphodiesterase 1 (TDP1): qHTS in cells in absence of CPT | DT40 Tdp1-/- hTDP1 cells, no CPT, ATP luminescence, 48 h | Potency, µM (highest dose often 46.2 µM), without a hit: at the highest dose activity change, negative = growth inhibition, most hits filed as inhibitors | 420,000 compounds, 15% hits; further: nearly all actives have a fitted effect of over 55% in size
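Stably hTDP1-transfected Tdp1-null chicken DT40 cells were treated with library compounds minus camptothecin and grown for at least 48 hr at 37 °C, after which cellular ATP was quantified by luminescence.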
The depositor's hits bear a star; ? = inconclusive; . = no result given; & = joins results of further samples; [ ] = remark or other dose. The call rests on the fitted dose curve; in most records, active means well fitted curve in the direction sought with a large enough effect; inconclusive means small, poorly fitted or top-dose-only effect, or another doubt; inactive means no such curve, though single readings can be large; an effect the other way counts as inactive or inconclusive. Unless noted, on the % scale 0 is the no-effect control and ±100 the full control effect; potency means the concentration at half of the fitted maximal effect.

canonical_smiles,N370S GC mod,TDP1 inh,TDP1 cell noCPT
CCCCn1nc(CC(=O)NCCN(CC)CC)c2ccccc2c1=O,-3%,6%,?
Cc1c(C(=O)Nc2ccccc2F)sc2ncn(CC(=O)N3CCOCC3)c(=O)c12,-6%,1%,-1%
Cc1nc(NC2=NC(C(=O)Nc3ccc(Cl)cc3)CC(=O)N2)nc2ccccc12 (stereo not given),-2%,5%,.
CCCCN(CC)CCCNC(=O)Nc1sc2nc3n(c(=O)c2c1C)CCC(C)CC3 (stereo not given),.,7%,21µM*
O=C(Nc1nnc(C2CC2)s1)C1=NN(C2CCS(=O)(=O)C2)C(=O)CC1 (stereo not given),-13%,6%,12%
COc1ccc2cc(C3=CC(=O)C[C@H](c4ccc5c(c4)OCO5)C3)ccc2c1,.,2%,?
O=C(c1c(F)cccc1F)N(Cc1cccs1)C1CCCC1,-6%,5%,9.2µM*
Cc1cc(NC(=O)COC(=O)Cn2c(C)csc2=O)ccc1Br,-9%,1%,-21%
CCOc1ccc(C(=O)Nc2ccc(N3CCCC3)cc2)cc1,-4%,3%,-23%
Cc1ccc(C(C)C)c(Oc2cnccn2)c1,-15%,.,18%
CN=C(Nc1ccc(Cl)cc1)c1cccc(C(F)(F)F)c1,-15%,1%,?
CCOc1cccc(CNCc2ccncc2)c1,-2%,.,-2%
CCCCCc1ccc(CC(=O)Nn2c(C)nc3ccccc3c2=O)cc1,.,4%,-29%
Cc1c(C(=O)OC(C)C(=O)N(C)Cc2ccccc2)oc2ccccc12 (stereo not given),.,-5%,?
CCC(=O)NC(c1cccc([N+](=O)[O-])c1)c1c(O)ccc2ccccc12 (stereo not given),3%,0%,-23%
CCn1cc(C(=O)N2CCN(c3ccc(C(C)=O)cc3)CC2)c2cc(OC)c(OC)cc2c1=O,-6%,3%&3%,-22%&-21%

4 entries drawn at random from the list so far, as already listed:
canonical_smiles,N370S GC mod,TDP1 inh,TDP1 cell noCPT
CCC(=O)NC(c1cccc([N+](=O)[O-])c1)c1c(O)ccc2ccccc12 (stereo not given),3%,0%,-23%
Cc1ccc(C(C)C)c(Oc2cnccn2)c1,-15%,.,18%
CCOc1cccc(CNCc2ccncc2)c1,-2%,.,-2%
CCn1cc(C(=O)N2CCN(c3ccc(C(C)=O)cc3)CC2)c2cc(OC)c(OC)cc2c1=O,-6%,3%&3%,-22%&-21%

Continuation.
canonical_smiles,N370S GC mod,TDP1 inh,TDP1 cell noCPT
CC(C)=CCC/C(C)=C/CO/N=C1/C[C@@H](O)[C@@H](O)[C@@H]2[C@@H]3C(=O)N(Cc4ccc5c(c4)OCO5)C(=O)[C@H]3CC[C@H]12,-7%[12.8 µM],9%[21 µM],.
CC(O)Cn1cnc2c1c(=O)n(C)c(=O)n2C (stereo not given),8%,-6%,7%
COc1ccc(C(C)(C)C)cc1S(=O)(=O)N1CCN(C)CC1,-2%,2%,?
COc1nc(-c2cnccn2)sc1C,-10%,-1%,-13%
CCCCC(=O)OCC(=O)Nc1ccc(OC(F)F)cc1,-15%,8%,-9%
CCC1CCCCN1C(=O)COc1ccc(S(=O)(=O)N2CCOCC2)cc1Cl (stereo not given),.,1%,-12%
CCc1nn(CC(=O)NCCCN(CC)CC)c(=O)c2cc3occc3n12,.,-3%,-9%
Cc1sc2nc(SCC(=O)c3cccs3)n(Cc3ccco3)c(=O)c2c1C,17%,7%,?
O=C(CN1CCCCCC1)NCc1ccccc1,-4%,-5%,0%
Cc1ccc(C2=NN(C(=O)CCC(=O)O)C(c3cn(-c4ccccc4)nc3-c3ccc(C)cc3)C2)cc1 (stereo not given),15%,?,-20%
O=[N+]([O-])c1cnc2ccccc2c1,-14%,1%,-4%
CC(C)C[C@H](NC(=O)c1nc[nH]c1C(=O)NCc1ccccc1)C(=O)OCc1ccccc1,?,12%,?
Cc1nnc(SCC(=O)N2CCCCCC2)n(N)c1=O,4%,1%,0%
COCCn1c(=O)c(-c2cccs2)nc2cnc(OCc3ccccc3)nc21,19%,.,-9%
CCNc1nc(Oc2ccc(C(=O)OCC)cc2)nc(N2CCOCC2)n1,7%,0%,.
COc1ccccc1NC(=O)N1CCC(c2nc3ccccc3o2)CC1,10%,0%,?

A draw from above in order of count of non-hydrogen atoms, rising.
canonical_smiles,N370S GC mod,TDP1 inh,TDP1 cell noCPT
O=[N+]([O-])c1cnc2ccccc2c1,-14%,1%,-4%
O=C(CN1CCCCCC1)NCc1ccccc1,-4%,-5%,0%
Cc1nnc(SCC(=O)N2CCCCCC2)n(N)c1=O,4%,1%,0%
Cc1sc2nc(SCC(=O)c3cccs3)n(Cc3ccco3)c(=O)c2c1C,17%,7%,?
COCCn1c(=O)c(-c2cccs2)nc2cnc(OCc3ccccc3)nc21,19%,.,-9%
CC(C)C[C@H](NC(=O)c1nc[nH]c1C(=O)NCc1ccccc1)C(=O)OCc1ccccc1,?,12%,?
Cc1ccc(C2=NN(C(=O)CCC(=O)O)C(c3cn(-c4ccccc4)nc3-c3ccc(C)cc3)C2)cc1 (stereo not given),15%,?,-20%

(continued)
canonical_smiles,N370S GC mod,TDP1 inh,TDP1 cell noCPT
COc1ccc(-n2nnnc2SCC(=O)Nc2cccc(NC(C)=O)c2)cc1OC,-3%,4%,-23%
Nn1c(SCc2ccccc2)nnc1-c1ccccn1,-7%,3%,7%
COc1ccc(/C=C/C(=O)NCC2COc3ccccc3O2)cc1OC (stereo not given),7%,-4%,1%
COc1ccc(CN2CCNC(=O)C2CC(=O)NCc2ccc(C)s2)c(OC)c1 (stereo not given),-16%,7%,11%
Cc1[nH]c2ccccc2c1/C=N/Nc1ccc([N+](=O)[O-])cc1,3%,5%,?
Cn1c(C(=O)N[C@@H](C(=O)O)c2ccccc2)cc2cc(F)ccc21,-9%,.,13%
COCC1CCCCN1C(=O)c1ccc2oc(CCc3ccccc3)nc2c1 (stereo not given),-8%,2%,?
c1ccc(CN2CCN(Cc3cn4cccnc4n3)CC2)cc1,2%,5%,-17%

Complete entries, quoted from the list.
Cn1c(C(=O)N[C@@H](C(=O)O)c2ccccc2)cc2cc(F)ccc21 in the list: N370S GC mod = -9%; TDP1 inh = .; TDP1 cell noCPT = 13%
COc1ccc(/C=C/C(=O)NCC2COc3ccccc3O2)cc1OC (stereo not given) in the list: N370S GC mod = 7%; TDP1 inh = -4%; TDP1 cell noCPT = 1%

(cont.)
canonical_smiles,N370S GC mod,TDP1 inh,TDP1 cell noCPT
C[C@@]12CCC=C[C@H]1[C@H](c1ccc(F)c(/C=C/c3ccccc3)c1)N(Cc1ccccc1)C2=O,-1%,0%,16µM*
Cc1cccc(/C=C/c2onc(C)c2S(=O)(=O)N2CCC(C(=O)NC(C)C)CC2)c1,4%,.,-23%
CC(NC(=O)COC(=O)c1cc([N+](=O)[O-])ccc1N1CCOCC1)c1ccc(F)cc1 (stereo not given),1%,0%,?
COc1ccc(CCNC(=O)COc2ccc([N+](=O)[O-])cc2)cc1,0%,-5%,?
CCC(C)(C)n1nnnc1CN1CCN(c2nc3ccc(C)cc3cc2C#N)CC1,7%,1%,?
CC(=O)N1C=CN(C(C)=O)C(c2cn(C)c3ccccc23)C1c1cn(C)c2ccccc12 (stereo not given),1%,7%,?
CC(C)C[C@H](NC(=O)c1[nH]cnc1C(=O)N[C@@H](C)C(=O)OC(C)(C)C)C(=O)OC(C)(C)C,18%,5%,12µM*
CCN(CC)CCCN1C(=O)C(=O)/C(=C(/O)c2cc(C)ccc2C)C1c1cccnc1 (stereo not given),12%,1%,-4%
Cc1cccc(-c2noc(-c3ccccc3C(=O)NCC3CCCO3)n2)c1 (stereo not given),?,3%,?
COc1ccc(/C(N)=N/OC(=O)CC2CCCCC2)cc1OC,-1%,1%,-6%
O=C(CN1C(=O)NC2(CCCC2)C1=O)Nc1ccc(Cl)c(C(F)(F)F)c1,-19%,0%,-19%
CSc1ccc(Cl)c(C(=O)OCC(=O)N2CCOCC2)c1,22%[2.35 µM],4%,-23%
COc1ccc2c(C)c(CC(=O)N3CCN(C(=O)C4COc5ccccc5O4)CC3)c(=O)oc2c1 (stereo not given),16%,1%,?
Cc1ccn2c(NCc3ccccc3)c(-c3cccc(SC4CCCCC4)c3)nc2c1,.,-5%,?
Cn1ccnc1COc1ccc(C=O)cc1,-4%,3%,-5%
CCOC(=O)c1ccc(S(=O)(=O)NCCN(CC)CC)cc1,-1%,0%,?
Cc1cccc(-c2nn3c(=O)cc(CN4CCN(C(=O)c5ccccc5Br)CC4)nc3s2)c1,.,8%,-16%
Cc1c(N=C2SCC(=O)N2c2c(C)n(C)n(-c3ccccc3)c2=O)c(=O)n(-c2ccccc2)n1C,2%,0%,-4%
CCOCCCN(Cc1ccco1)S(=O)(=O)c1cc2c(cc1C)NC(=O)CO2,.,0%,?
CCOC(=O)C1CCN(CC(=O)Nc2c(C(=O)OC)[nH]c3cccc(Cl)c23)CC1,12%,6%,?
O=C(COC(=O)CCS(=O)(=O)c1ccc(Cl)cc1)Nc1ncc(Cl)cc1Cl,7%,6%,-15%
CNc1ccc(-c2nc(-c3ccncc3)no2)cc1[N+](=O)[O-],.,6%,-6%
Cc1[nH]c2ccccc2c1C(=O)CN1CCCCC1CCO (stereo not given),-19%,3%,16µM*
COc1c(C)cc(S(=O)(=O)N2CCCC2)c(C)c1C,3%,-5%,?
CC1=NN(C(=O)c2ccc(C)o2)C(O)(c2ccccc2)C1 (stereo not given),-16%,3%,4.6µM*
CCN(Cc1cc2ccccc2[nH]c1=O)C(=O)C(C)C,3%,1%,-6%
CCOC(=O)c1cc(C(O)(C(F)(F)F)C(F)(F)F)c(/N=C/N(C)C)o1,15%,-1%,-8%
Cc1cccc(C)c1NC(=O)CSc1nnc(NC(=O)c2ccccc2C(=O)O)s1,-6%,7%,-1%
O=C(O)C1CC(=O)N(Cc2ccc(F)cc2)C1 (stereo not given),3%,9%,?
O=C(COC(=O)c1ccccc1Cl)NCCC1=CCCCC1,7%,3%,?
NC(=O)C1CN(C(=O)c2cccc(S(=O)(=O)N3CCc4ccccc43)c2)c2ccccc2O1 (stereo not given),.,1%,?
Cc1ccc(C(=O)CCC(=O)Nc2ccc(C)cn2)cc1,.,0%,-6%
COc1cc(O)c(C(CC(=O)N2CCCC(C)C2)c2ccc(N(C)C)cc2)c(OC)c1 (stereo not given),6%,7%,?
CCc1c(C)sc(NC(=S)N2CCN(C(=O)C3CCCO3)CC2)c1C(=O)OC (stereo not given),0%,9%,-27%
Cc1cc(C(=O)NC(C)CCC(C)C)c2ccccc2n1 (stereo not given),10%,1%,8%
CSc1nnc(SCC(=O)NC(=O)c2ccccc2)s1,2%,-3%,8%
CCn1c(SCC(=O)OC2CCCCC2)nnc1-c1ccncc1,5%,3%,8%
Cc1c(C#N)c(NC(=O)CCl)n(Cc2ccccc2)c1C,-10%,5%,2.6µM*
O=S(=O)(c1ccccc1)c1cnc(-c2ccccc2)nc1N1CCCC1,26%,.,18µM*
Nc1cc(=O)[nH]c(SCCSc2ccccc2)n1,0%,.,?
CCC(c1nnnn1CS(=O)(=O)c1ccc(C)cc1)N1CCC(C(N)=O)CC1 (stereo not given),-8%,16%,-8%

These rows are one share of the data (hit frequency here may not be typical).
